AI-2 QS mod – Vibrio harveyi AI-2 quorum sensing modulators, primary screen, JMH597 strain, luminescence/OD600 ratio. Vibrio harveyi JMH597 AI-2 luminescence/OD600 ratio, 9 h; active compounds read low; strain lacks LuxN and CqsS sensors; 0 = neutral-control median. 0.4% of 300,000 active. activity change, % at 7.5 µM; in the data active = activity change below about -75%, passing the limit was not always enough; inconclusive = no clear call, values can overlap the other calls;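 also: luminescence divided by OD600 gain over 9 h not by final OD600 alone; inactives centre near 13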
HDAC3 inhib – HDAC3 deacetylase inhibitors, primary screen, biochemical, fluorescence, cell-free homogeneous | Histone deacetylase 3 (Homo sapiens), O15379 | recombinant HDAC3, fluorogenic peptide/trypsin coupled | inhibition, % at 8.3 µM | 0.15% of 320,000 active | AID 2718, 2010; in the data active = inhibition above about 26%, passing the limit was not always enough; inconclusive = no clear call, values can overlap the other calls
Target sequence (O15379 whole entry, looked up): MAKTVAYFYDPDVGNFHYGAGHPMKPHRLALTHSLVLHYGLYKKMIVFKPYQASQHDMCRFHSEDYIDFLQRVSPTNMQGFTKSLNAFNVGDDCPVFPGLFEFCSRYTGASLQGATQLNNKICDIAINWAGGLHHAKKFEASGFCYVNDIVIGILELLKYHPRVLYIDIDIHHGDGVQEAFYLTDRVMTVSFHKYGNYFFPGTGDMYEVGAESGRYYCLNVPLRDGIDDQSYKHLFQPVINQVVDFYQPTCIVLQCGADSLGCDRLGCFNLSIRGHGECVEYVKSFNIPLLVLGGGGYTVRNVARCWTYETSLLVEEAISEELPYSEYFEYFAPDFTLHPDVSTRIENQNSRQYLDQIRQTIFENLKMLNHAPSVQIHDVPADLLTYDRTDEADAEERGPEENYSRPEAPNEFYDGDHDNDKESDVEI
PolyA inhibitor – polyadenylation inhibitors in yeast reporter cells, primary screen, luminescence, S. cerevisiae; calls only at 12 µM; AID 1875, 2009; S. cerevisiae SKY197-pL101 polyadenylation reporter, beta-gal luminescence; efflux-impaired pdr1/pdr3 knockout yeast; score 100 = 6 SD above DMSO; 0.02% of 300,000 active;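 active = lowest replicate activity score at least 50, where 100 means six control SD above control mean; inconclusive = lowest score under 50 but half or more replicates reach 50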;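 also: yeast exposed to compound for 9 h at 30 °C; higher score means more reporter readthrough which indicates perturbed polyadenylation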
HSF-1 act – HSF-1 activators, primary screen, NIH3T3-HGL cells, MG132 stress, luminescence, single point; NIH3T3-HGL HSF-1 luciferase reporter, 8 h; 100% = twice DMSO control signal; activation, % at 9 µM; 1.7% of 300,000 active; AID 504408, 2011;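 active = mean replicate activation of at least 50% with a set share of replicates each reaching 50%; inconclusive = only one of those two conditions met; inactive = mean below 50% and too few replicates reaching it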;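 also: 0% = median of the neutral control wells and 100% = twice that signal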
Platelet DG rel – inhibitors of platelet dense granule secretion, primary screen, cell-based, MLPCN, human platelets; human platelet-rich plasma, SFLLRN dense granule ATP release, luminescence; inhibition, %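 (compounds screened at 7.5 µM in platelet-rich plasma)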; 0.22% of 300,000 active; AID 1663, 2009;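 active = mean replicate score, as percent of positive control, at or above 50; inconclusive = mean below 50 but at least one replicate at or above 50; inactive = mean and every replicate below 50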
GSK3 alpha inh – blockers of GSK3A enzyme activity – biochemical, luminescence, cell-free homogeneous, HTS, primary screen | Glycogen synthase kinase-3 alpha (Homo sapiens), P49840 | GSK-3 alpha kinase, ADP-Glo luminescence, 60 min | inhibition, % at 10 µM | 0.1% of 320,000 active | AID 2650, 2010;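 in the data active = inhibition above about 50%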;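 also: GST-tagged GSK-3 alpha with peptide substrate and 25 µM ATP; 0% = DMSO neutral wells and 100% = GW8510 positive control wells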
Target sequence (P49840 whole entry, looked up): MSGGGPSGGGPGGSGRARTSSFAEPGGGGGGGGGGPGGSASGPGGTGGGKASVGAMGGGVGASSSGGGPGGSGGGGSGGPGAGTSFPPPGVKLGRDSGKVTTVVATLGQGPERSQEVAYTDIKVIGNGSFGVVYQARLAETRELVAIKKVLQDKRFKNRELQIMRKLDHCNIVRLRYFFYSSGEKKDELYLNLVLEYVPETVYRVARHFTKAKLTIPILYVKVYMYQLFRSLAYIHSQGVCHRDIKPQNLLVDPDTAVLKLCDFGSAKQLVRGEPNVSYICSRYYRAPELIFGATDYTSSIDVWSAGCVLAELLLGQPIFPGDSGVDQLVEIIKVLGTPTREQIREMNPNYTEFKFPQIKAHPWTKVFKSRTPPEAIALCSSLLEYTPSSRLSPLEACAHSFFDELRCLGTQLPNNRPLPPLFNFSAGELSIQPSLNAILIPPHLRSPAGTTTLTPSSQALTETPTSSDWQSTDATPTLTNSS
GSK3beta inhib – human GSK3beta kinase inhibitors, primary screen, biochemical, cell-free homogeneous, HTS; activity score (negative = inhibition), % at 10 µM; 0.038% of 300,000 active; Glycogen synthase kinase-3 beta (Homo sapiens), P49841; GST-GSK3beta kinase, ADP-Glo luminescence, 60 min; active compounds read low;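 active = more than half of replicate wells score below -50%, meaning over 50% inhibition versus plate controls; inconclusive = some replicates but at most half score below -50%; inactive = no replicate scores below -50%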;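 also: 0% = median DMSO wells and -100% = median GW8510 positive control wells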
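Assay system: GST-fused GSK3beta enzyme, cell-free / Medium: Tris pH 7.5 buffer with MgCl2, DTT, BSA, heparin / Also added: peptide substrate plus 25 µM ATP (final) / Compound: 10 µM single point / Timing: kinase reaction with compound 60 min at room temperature / Detection: ADP-Glo luminescence / Benchmarks: DMSO neutral wells and GW8510 at 20 µM as positive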
HSP90 refold inh – HSP90 inhibitors, primary screen, cell lysate, luminescence | Rabbit reticulocyte lysate, luciferase refolding luminescence, 3 h | inhibition, % at 5.6 µM | 0.91% of 290,000 active;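 active = inhibition above the screen-wide mean plus 3 SD, computed separately per campaign, cut at about 16% in these data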;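 also: 0% = DMSO wells and 100% = 60 µM geldanamycin wells; inhibitors lower the luminescence because luciferase stays unfolded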
HSF1 inhib – HSF1 inhibitors in luciferase reporter cells, primary screen, cell-based, NIH3T3, luminescence; NIH3T3-HGL HSE-luciferase, MG132-induced, luminescence 8 h; active compounds read low; activity change, negative = inhibition, % at 7.5 µM (by protocol); 0.77% of 300,000 active;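 active = more than half of replicate wells show activity change below -50%, luminescence cut by over half; inconclusive = some wells, but at most half, below -50%; inactive = no replicate well below -50%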;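 also: luciferase reports HSF-1 transcriptional activity via heat shock element; 0% = median of DMSO wells and -100% = zero luminescence signal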
DYRK1A inh – rat Dyrk1A kinase inhibitors, primary screen, biochemical, single point, plate reader | Dual specificity tyrosine-phosphorylation-regulated kinase 1A (Rattus norvegicus), Q63470 | AID 504441, 2011 | inhibition, % at 12.5 µM | 0.43% of 310,000 active | ADP-Glo luminescence, NFATc1 peptide; in the data active = inhibition above about 50%;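 also: plate controls were vehicle with enzyme for no effect and no enzyme for full effect; many of its hits are not listed in these tables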
An asterisk follows results filed as active; i = inactive; ? = inconclusive; . = not tested or not shown.

1. Cc1ccnc(NC(=O)C2CCN(S(=O)(=O)c3ccc4ccccc4c3)CC2)c1
2. CCC1CCCCN1Cc1ccc(OC)c(OC)c1 (stereo not given)
3. CCOc1ccc(C(=O)NCC(=O)NCCOc2ccc(C)cc2)cc1
4. Cc1ccc(-c2nn3c(C)nnc3c3ccccc23)cc1S(=O)(=O)N1CCN(CCO)CC1
5. COc1ccc(O)c(C(=O)c2cnc3c(c2)c(C)nn3C)c1
6. CC(=O)c1c(C(C)=O)c(C)n(-c2ccc(C(=O)O)cc2)c1C
7. COc1cc(C(=O)Nc2ccc(S(=O)(=O)N3CCc4ccccc43)cc2)cc(OC)c1OC
8. CCCNC(=O)NC(=O)CN1C(=O)NC(C)(c2ccc(C)cc2)C1=O (stereo not given)
Screen / compound no.	1	2	3	4	5	6	7	8
AI-2 QS mod	20	34	14	-1	28	8	11	-31
HDAC3 inhib	4	3	1	-3	-9	-5	9	-4
PolyA inhibitor	i	i	i	i	i	i	i	i
HSF-1 act	-21	-22	11	4	31	-15	?	2
Platelet DG rel	-3	0	4	-1	18	7	1	15
GSK3 alpha inh	1	1	-1	9	-1	1	1	1
GSK3beta inhib	0	-6	2	0	-2	-1	2	2
HSP90 refold inh	.	3	-4	3	-4	4	5	-2
HSF1 inhib	2	-9	-2	7	4	-6	28	4
DYRK1A inh	7	0	4	7	1	7	11	6

Looked up by structure from above (4):
3. CCOc1ccc(C(=O)NCC(=O)NCCOc2ccc(C)cc2)cc1
1. Cc1ccnc(NC(=O)C2CCN(S(=O)(=O)c3ccc4ccccc4c3)CC2)c1
8. CCCNC(=O)NC(=O)CN1C(=O)NC(C)(c2ccc(C)cc2)C1=O (stereo not given)
6. CC(=O)c1c(C(C)=O)c(C)n(-c2ccc(C(=O)O)cc2)c1C
Screen / compound no.	3	1	8	6
AI-2 QS mod	14	20	-31	8
HDAC3 inhib	1	4	-4	-5
PolyA inhibitor	i	i	i	i
HSF-1 act	11	-21	2	-15
Platelet DG rel	4	-3	15	7
GSK3 alpha inh	-1	1	1	1
GSK3beta inhib	2	0	2	-1
HSP90 refold inh	-4	.	-2	4
HSF1 inhib	-2	2	4	-6
DYRK1A inh	4	7	6	7

Continuation.
9. O=C1NC(=O)C2(CCCc3ccccc32)N1 (stereo not given)
10. CC1CCCCC1NC(=O)C1CCN(S(=O)(=O)c2ccc3c(c2)CCC(=O)N3)CC1 (stereo not given)
11. COc1ccccc1NC(=O)C(C)N(C)CCOc1ccccc1 (stereo not given)
12. O=C1N/C(=N\N=C\c2ccco2)SC1Cc1ccc(F)cc1 (stereo not given)
13. FC(F)(F)c1cc(-c2ccccc2)nc2nc(N3CCOCC3)sc12
14. CC1(C)CC(=O)C(Sc2ccccc2[N+](=O)[O-])=C(O)C1
15. COc1ccc(N(C(=O)c2snc(C(N)=O)c2N)C(C(=O)NC2CCCCC2)c2ccc(C)o2)cc1 (stereo not given)
16. CCC(c1nnc(SCC(=O)NCCc2ccc(Cl)cc2Cl)o1)N(C)C (stereo not given)
Screen / compound no.	9	10	11	12	13	14	15	16
AI-2 QS mod	11	9	20	18	4	18	64	-6
HDAC3 inhib	-3	3	4	-4	-1	.	-4	16
PolyA inhibitor	i	i	i	i	i	i	i	i
HSF-1 act	-16	14	0	-10	-7	-1	-3	-24
Platelet DG rel	8	-16	-13	-5	-18	6	-2	7
GSK3 alpha inh	-4	-1	2	-1	-3	.	-3	-1
GSK3beta inhib	-2	1	-1	0	2	-1	2	5
HSP90 refold inh	2	6	1	-2	-2	4	7	-1
HSF1 inhib	-3	-3	-7	0	3	2	3	-7
DYRK1A inh	4	4	-10	2	2	-1	-1	0

17. COc1ccc(NC(=O)C2CC(c3ccccc3O)=NO2)cc1OC (stereo not given)
18. O=C(Nc1ccc2c(c1)oc1ccc(S(=O)(=O)N3CCCC3)cc12)C1CC1
19. CCCOc1ccc(N2C(=O)CC(SC(=NCC)NCC)C2=O)cc1 (stereo not given)
20. O=C1C=C(Nc2ccc(Cl)cc2)CC(c2ccccc2)C1 (stereo not given)
21. CSc1ccc(COC(=O)CCS(=O)(=O)c2ccc(C)cc2)cc1
22. Cc1cccc(NC(=O)/C(C#N)=C/c2ccc(Sc3ccccc3)o2)c1C
23. CCOC(=O)C1CCN(C(=S)Nc2cccc(C)c2C)CC1
24. CCCCN(C(=O)C1=COCCO1)c1c(N)n(Cc2ccccc2)c(=O)[nH]c1=O
Screen / compound no.	17	18	19	20	21	22	23	24
AI-2 QS mod	21	14	-2	19	14	19	21	.
HDAC3 inhib	1	-2	3	2	3	4	-5	-4
PolyA inhibitor	i	i	i	i	i	i	i	i
HSF-1 act	11	-14	8	11	-9	5	-2	1
Platelet DG rel	13	5	9	14	-9	17	-1	-3
GSK3 alpha inh	-1	1	-2	0	-1	-2	-2	2
GSK3beta inhib	2	3	3	-1	4	1	-2	.
HSP90 refold inh	0	2	2	0	.	-5	-1	.
HSF1 inhib	-3	5	-11	13	0	-1	-14	-1
DYRK1A inh	2	-5	-4	-5	3	0	-13	0

25. O=C(CCc1ccc(S(=O)(=O)NCc2ccccc2)cc1)N1CCN(Cc2ccc3c(c2)OCO3)CC1
26. Cc1cc(=O)[nH]c(SCC(=O)Nc2cccc(C(F)(F)F)c2)n1
27. CC(=O)N1CCN(C(=O)CSc2nc3c(cnn3-c3ccccc3)c(=O)[nH]2)CC1
28. Cc1noc(C)c1COC(=O)Cc1ccc(Cl)cc1
29. Nc1ccccc1C(=O)N=Nc1[nH]c(N)c2ccccc12
30. CCOC(=O)CON1C(=O)C(C)(C)N(OCC(=O)OCC)C(=O)C1(C)C
31. CC1CN(C(=O)COC(=O)c2ccc(S(=O)(=O)N(C)C)cc2)CC(C)O1 (stereo not given)
32. CC(=O)Nc1ccc(NC(=O)C2CC(=O)Nc3ncnn32)cc1 (stereo not given)
Screen / compound no.	25	26	27	28	29	30	31	32
AI-2 QS mod	8	16	18	17	-3	4	1	-5
HDAC3 inhib	.	2	-2	2	5	0	-5	4
PolyA inhibitor	i	i	i	i	i	i	i	i
HSF-1 act	-8	19	-1	27	17	-5	1	-10
Platelet DG rel	-1	4	18	1	4	-27	10	-3
GSK3 alpha inh	.	-4	2	-3	2	-1	0	-4
GSK3beta inhib	-2	0	2	1	-1	3	1	-1
HSP90 refold inh	4	2	4	0	8	-1	2	-3
HSF1 inhib	-4	-2	-6	11	-1	3	-1	0
DYRK1A inh	4	11	5	-1	2	-2	5	-9

One compound at a time, from the list above. Order of screens: AI-2 QS mod	HDAC3 inhib	PolyA inhibitor	HSF-1 act	Platelet DG rel	GSK3 alpha inh	GSK3beta inhib	HSP90 refold inh	HSF1 inhib	DYRK1A inh
`Cc1cccc(NC(=O)/C(C#N)=C/c2ccc(Sc3ccccc3)o2)c1C` reads 19	4	i	5	17	-2	1	-5	-1	0
`CCC(c1nnc(SCC(=O)NCCc2ccc(Cl)cc2Cl)o1)N(C)C` (stereo not given) reads -6	16	i	-24	7	-1	5	-1	-7	0
`CC(=O)N1CCN(C(=O)CSc2nc3c(cnn3-c3ccccc3)c(=O)[nH]2)CC1` reads 18	-2	i	-1	18	2	2	4	-6	5

Carrying on.
33. CN(Cc1cnccn1)C(=O)CC1C(=O)NCCN1Cc1cccc(F)c1 (stereo not given)
34. O=P(OC1CCCCC1)(OC1CCCCC1)C(O)c1cccnc1 (stereo not given)
35. O=C(NN/C(=N/S(=O)(=O)c1ccc(Cl)cc1)c1ccccc1)c1ccc(O)cc1
36. CCOC(=O)C1(CCOc2ccccc2)CCN(Cc2cccc3nonc23)CC1
37. CCCNS(=O)(=O)c1ccc(OCC(=O)NCCCOC)cc1
38. CN(C)S(=O)(=O)Oc1ccsc1C(=O)Nc1ccc(Cl)cc1
39. C/C(=N\NC(=O)c1ccc(Cn2cc([N+](=O)[O-])cn2)o1)c1cccc(NC(=O)C(C)C)c1
40. Cc1ccccc1C(=O)NNC(=O)C(=O)N1CCCCC1
Screen / compound no.	33	34	35	36	37	38	39	40
AI-2 QS mod	35	8	-12	-4	9	-9	22	16
HDAC3 inhib	-3	1	0	4	1	?	2	.
PolyA inhibitor	i	i	i	i	i	i	i	i
HSF-1 act	14	.	60*	1	14	7	0	.
Platelet DG rel	4	.	39	-20	0	1	6	2
GSK3 alpha inh	0	0	14	-4	0	-2	-1	.
GSK3beta inhib	2	1	-20	0	1	1	12	-1
HSP90 refold inh	1	-1	3	-2	1	3	2	0
HSF1 inhib	-9	.	33	-4	-3	5	1	.
DYRK1A inh	0	-7	29	3	-2	2	-2	8

41. O=C(c1ccc(S(=O)(=O)N2CCCC2)cc1)N1CCCC(C(F)(F)F)C1 (stereo not given)
42. O=C(O)C1CCN(C(=O)c2ccc(Cl)cc2)CC1
43. Cc1ccc(NC(=O)N/C=C/c2ccccc2)cc1
44. Nc1nc(NCCOCCO)nc(NCc2ccccc2)c1[N+](=O)[O-]
45. Cc1c(NC(=O)c2c(N)n(-c3ccccc3)c3nc4ccccc4nc23)c(=O)n(-c2ccccc2)n1C
46. CN(N)C(=S)Nc1ccc(Cl)cc1
47. CN(C)c1ccc(/C=N/N2C(=O)c3ccccc3C2=O)cc1
48. Cc1cccc(NC(=O)Cc2ccc(F)cc2)c1
Screen / compound no.	41	42	43	44	45	46	47	48
AI-2 QS mod	13	-2	-13	0	31	26	-7	-20
HDAC3 inhib	-4	3	4	4	-4	-2	0	7
PolyA inhibitor	i	i	i	i	i	i	i	i
HSF-1 act	-9	-4	21	21	-2	-6	-7	-6
Platelet DG rel	-8	10	-7	1	3	-6	2	26
GSK3 alpha inh	-3	-1	-2	46	-2	0	-2	-2
GSK3beta inhib	-1	-3	-1	-20	4	1	-1	-1
HSP90 refold inh	.	-1	0	5	-7	0	-1	-1
HSF1 inhib	-6	-5	15	1	-3	-5	-3	9
DYRK1A inh	8	2	3	0	.	0	10	4

High-throughput results: PubChem BioAssay, several laboratories

Not all compounds are listed; the hit share may differ from the screen's.
